Bioassay records: PubChem, National Center for Advancing Translational Sciences (NCATS)
USP2a inhib: USP2a (human) protease inhibition; USP2a enzymatic assay, qHTS inhibition; Potency, µM (highest dose often 38.3 µM), without a hit: top-dose activity change, negative = inhibition, hits mostly inhibitors; 60,000 tested, 0.1% active; AID 927;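 also: potency is read from the fitted curve at half-maximal effect; nearly all actives have a fitted effect of over 60% in size; plate controls were DMSO for no effect and NEM full inhibition control for full effect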
Target sequence (O75604 whole entry, looked up): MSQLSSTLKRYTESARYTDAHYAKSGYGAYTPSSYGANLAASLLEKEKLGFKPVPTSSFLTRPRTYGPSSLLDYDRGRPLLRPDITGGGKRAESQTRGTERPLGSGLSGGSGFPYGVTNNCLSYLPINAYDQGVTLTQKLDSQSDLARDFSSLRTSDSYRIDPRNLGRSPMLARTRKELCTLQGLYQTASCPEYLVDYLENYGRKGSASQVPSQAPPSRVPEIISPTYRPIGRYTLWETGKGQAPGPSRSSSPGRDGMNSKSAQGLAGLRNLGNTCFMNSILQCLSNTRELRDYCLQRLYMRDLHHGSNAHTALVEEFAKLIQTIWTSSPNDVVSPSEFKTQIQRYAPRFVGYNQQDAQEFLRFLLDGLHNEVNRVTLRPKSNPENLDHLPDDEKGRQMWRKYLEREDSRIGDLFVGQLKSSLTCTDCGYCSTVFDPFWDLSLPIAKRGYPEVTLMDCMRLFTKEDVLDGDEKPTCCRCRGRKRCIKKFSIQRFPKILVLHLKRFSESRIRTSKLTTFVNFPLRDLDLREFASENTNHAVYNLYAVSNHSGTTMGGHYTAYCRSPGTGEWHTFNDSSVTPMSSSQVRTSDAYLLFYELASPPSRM
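20 nM USP2 core + cpd, 30 min RT; add 20 nM Ub-PLA2/20 uM NBD C6-HPC; read Ex460/Em535 at 0 h and 2.5 h. Normalized to NEM; qHTS curve fit/classification.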
DNA Pol III inh: DNA polymerase III holoenzyme inhibition | reconstituted DNA polymerase III holoenzyme replication, biochemical | Potency, µM (top dose mostly 57.1 µM), for the others: at the top dose activity change, negative = inhibition | 71,000 tested, 0.25% active | AID 603; also: potency is read from the fitted curve at half-maximal effect; % is scaled to controls: 0 for no effect and ±100 for the full control effect
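Reconstituted *E. coli* holoenzyme (0.35 nM Pol III, 1 nM beta, 154 nM SSB, 2 nM primase) was preincubated with compound for 15 min at RT. Synthesis on 1.4 nM ssM13Gori ran 35 min, then was stopped with PicoGreen/EDTA and read as dsDNA fluorescence.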
HADH2 inhib: blocks human hydroxyacyl-CoA dehydrogenase type II; Potency, µM (titrated, usually from 57.1 µM), inactives show top-dose activity change, negative = inhibition, most hits filed as inhibitors; 73,000 tested, 3.4% active; recombinant HADH2, NADH fluorescence, beta-hydroxybutyryl-CoA; Q99714; also: potency is read from the fitted curve at half-maximal effect; % is scaled to controls: 0 for no effect and ±100 for the full control effect; nearly all actives have a fitted effect of over 60% in size; many of its hits are not listed in these tables
Target sequence (Q99714 whole entry, looked up, one chain of several): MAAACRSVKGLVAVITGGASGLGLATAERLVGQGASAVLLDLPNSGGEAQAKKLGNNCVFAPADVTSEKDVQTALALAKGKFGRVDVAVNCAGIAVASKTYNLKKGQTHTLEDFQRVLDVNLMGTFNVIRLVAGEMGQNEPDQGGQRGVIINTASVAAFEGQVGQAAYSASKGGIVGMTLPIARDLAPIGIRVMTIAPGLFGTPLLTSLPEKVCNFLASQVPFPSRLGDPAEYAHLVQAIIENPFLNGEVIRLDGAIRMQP
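Buffer 100 mM Tris-HCl pH 9.0/0.01% Tween-20; HADH2 20 nM; NAD+ 1 mM; beta-hydroxybutyryl-CoA 90 uM (all final). 15 min cpd preincubation, RT.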
CRE-bla Fsk: modulators of forskolin-stimulated CRE signaling in CHO cells; 71,000 tested, 2.5% active; CHO CRE-bla reporter (cAMP response element driving beta-lactamase), forskolin EC10, beta-lactamase ratio; Potency, µM (top dose mostly 38.2 µM), for inactives: top-dose activity change, negative = inhibition, most hits filed as activators; active = well fitted activation curve with a large enough effect in the signal ratio, with a control signal flat, not every such curve was filed as active; inconclusive = small, poorly fitted or top-dose-only effect, or effect the other way, or a change in a side signal; the % refers to the signal ratio; also: potency is read from the fitted curve at half-maximal effect; % of control where 0% means no effect
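Forskolin analogue NKH 477 at EC10 stimulated CRE-driven beta-lactamase in CHO cells alongside compound dilution series. Beta-lactamase was measured with CCF4, excitation 405 nm, emission ratio 460/530 nm.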
Hsp90 Hop PPI: changes Hsp90-Hop TPR2A binding signal, up or down. AlphaScreen TPR2A-His6 binding biotin-Hsp90 C-terminal peptide. 71,000 tested, 0.44% active. Potency, µM (series often up to 57 µM), for inactives: top-dose activity change, negative = inhibition; active = well fitted curve in either direction with a large enough effect; inconclusive = small, poorly fitted or top-dose-only effect, or another doubt; also: potency is read from the fitted curve at half-maximal effect; % is scaled to controls: 0 for no effect and ±100 for the full control effect; many of its hits are not listed in these tables
Epigenetic mod: epigenetic modulators derepressing GFP locus in mouse cells; Potency, µM (series often up to 46.1 µM), inactives show at the top dose GFP derepression (activation); mouse C127i GFP locus derepression, cytometry, 30 h; 68,000 tested, 0.09% active; also: % of control where 0% means no effect
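Derepression screen: silenced CMV-GFP reporter in murine C127i cells, 30 h compound incubation at 37 C, washed cells imaged by laser-scanning cytometer to enumerate GFP-expressing objects of 20 to 120 um.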
ALOX15 inhib: inhibitors of human 15-lipoxygenase (ALOX15); purified 15hLO-1, xylenol orange hydroperoxide absorbance; P16050; AID 887; 74,000 tested, 1.4% active; Potency, µM (doses to about 57.1 µM), for inactives: top-dose activity change, negative = inhibition, most hits filed as inhibitors; also: potency is read from the fitted curve at half-maximal effect; % is scaled to controls: 0 for no effect and ±100 for the full control effect; nearly all actives have a fitted effect of over 55% in size
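Purified human 15hLO-1 (40 nM final) in 25 mM Hepes pH 7.5, 0.01% Triton X-100 was preincubated with compound 15 min at room temperature, then reacted 6 min with 50 uM arachidonic acid; hydroperoxide detected by Fe-XO, 573/405 nm absorbance ratio.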
BRCT PPI green: inhibitors of human BRCA1 BRCT-phosphoprotein interaction (green fluorophore); P38398; BRCA1 BRCT-phosphopeptide binding, green fluorescence polarization; Potency, µM (series often up to 76.9 µM), for the others: top-dose activity change, negative = inhibition, hits mostly inhibitors; 75,000 tested, 0.05% active;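 also: potency is read from the fitted curve at half-maximal effect; plate controls were peptide without protein for full effect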
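Compounds were incubated for 12 min at room temperature with a complex of 100 nM fluorescein-tagged pBACH1 decapeptide and 250 nM His-tagged BRCT protein. Buffer was phosphate pH 7.3 with EDTA, DTT and Tween 20. Disruption of binding lowers the polarization signal.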
Ub-GFP proteasome: proteasome inhibitors stabilizing ubiquitin-GFP reporter; Ubiquitin-GFP reporter cells, proteasome inhibition, GFP fluorescence; response scale: untreated = 0%, 10 µM MG-132 = 100%; Potency, µM (doses to about 45.9 µM), for inactives: at the top dose activation (GFP accumulation), actives largely listed as activators; 67,000 tested, under 10 active; active = well fitted activation curve with a large enough effect, not every such curve was filed as active; inconclusive = small, poorly fitted or top-dose-only effect, or another doubt; inactive = no such curve, though single readings can be large or run the other way; also: potency is read from the fitted curve at half-maximal effect
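U2OS cells expressing ubiquitin(G76V)-GFP, seeded overnight in 0.5% FBS medium, then treated 4 hr at 37 C across 46 uM to 2.9 nM. GFP-positive cells counted by laser cytometry (488 ex/515 em); %activity scaled between basal and 10 uM MG-132.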
HBB splice mod: modulators of hemoglobin beta chain splicing; Potency, µM (series often up to 46.1 µM), for inactives: at the top dose activation, hits mostly activators; 65,000 tested, 0.06% active; HBB splicing reporter cell assay, activation; EGFP reporter with mutant IVS2-654 intron; response scale: normalised to 500 nM splice-correcting PNA; also: potency is read from the fitted curve at half-maximal effect; 0% is about no effect
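Compounds were applied for 2 days to HeLa EGFP-654 cells, 500/well in Optimem with 2% FCS. The reporter's EGFP is disrupted by mis-splicing of beta-globin intron IVS2-654. Readout: summed well GFP fluorescence from 488 nm laser scanning; reference was 500 nM antisense […] 654 PNA.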
BRCT inh red: disrupts BRCA1 BRCT binding to phosphoprotein, red fluorophore readout. P38398. BRCT-phosphopeptide binding, red fluorescence polarization. Potency, µM (series often up to 76.9 µM), inactives show top-dose activity change, negative = inhibition, actives largely listed as inhibitors. 75,000 tested, 0.03% active. AID 892; also: % is scaled to controls: 0 for no effect and ±100 for the full control effect
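Rhodamine-labelled pBACH1 10-mer (100 nM) bound to BRCT domain (100 nM) at pH 7.3; compounds incubated 12 min room temperature, polarization read. Free peptide defines full inhibition; unlabelled decapeptide titrated as control.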
* marks the source's active call; other numbers are inactive results; ? = inconclusive; · = no result given; [ ] = dose if it differs, or a comment. Unless noted, calls follow the shape of the dose curve; as a rule, active = well fitted curve in the direction sought with a large enough effect; inconclusive = small, poorly fitted or top-dose-only effect, or another doubt; inactive = no such curve, though single readings can be large; an effect the other way counts as inactive or inconclusive. Only part of the results is shown. The share of hits here may be higher or lower than overall.

SMILES	USP2a inhib	DNA Pol III inh	HADH2 inhib	CRE-bla Fsk	Hsp90 Hop PPI	Epigenetic mod	ALOX15 inhib	BRCT PPI green	Ub-GFP proteasome	HBB splice mod	BRCT inh red
COc1ccc(-c2ccc(-c3noc(-c4ccccc4OC)n3)c(OC)n2)cc1	36%[activator]	0%	13µM*	?	2%	?	-7%	10%	12%	-0.1%[57.5 µM]	2.9%
Cc1cc2ccc(=O)oc2cc1OC[C@@H](O)C(C)(C)O	·	-6%	1.3µM*	23%	-7%	0%[9.22 µM]	10%[25.6 µM]	-1.8%	4%	·	-1.9%
COc1ccc(CN(Cc2ccccn2)C(=O)CN2C(=O)COc3ccccc32)cc1	10%	5%	8%	3%	-2%	1%	4%	-0.2%	-4%	·	-1.5%
CCOc1nc(C#N)nc(N2CCCCC2)n1	-6%	1%	0%	27%	-8%	-3%	-9%	-3.1%	4%	-1.0%	-0.5%
COc1cc(-c2nc(-c3cccc(C(F)(F)F)c3)no2)cc(OC)c1OC	25%	-5%	?	1%	1%	6%	-1%	1.6%	-1%	0.6%[0.369 µM]	0.1%
COc1ccccc1OCC(=O)OCC(=O)NCCN1C(=O)CSC1=O	-3%	-4%	-1%	-20%	-1%	0%	-3%	-1.8%	-4%	0.3%[57.5 µM]	-0.3%
CCOC(=O)N1CCN(C(=O)c2ccc3c(=O)n(Cc4ccc(Cl)cc4)c(=S)[nH]c3c2)CC1	52%[activator]	-2%	0%	-13%	-1%	2%	?	-2.1%	·	2.9%[0.369 µM]	0.4%
CC(C)(C)NC(=O)C(c1ccco1)N(Cc1ccc2c(c1)OCO2)C(=O)Cn1nnc2ccccc21 (configuration not stated)	28%	4%	5%	-6%	-6%	2%	-5%	0.4%	3%	·	-0.8%
COc1ccc2c(c1)c1nnc(SCC(=O)N3CCCCC3C)nc1n2C (configuration not stated)	·	-4%	31%[activator]	?	-3%	-1%	4%	0.1%	-5%	0.2%[57.5 µM]	0.9%
CC1(C)CC(=O)C2=C(C1)OC(N)=C(C#N)C2c1ccccc1OC(=O)N1CCOCC1 (configuration not stated)	4%	5%	-5%	-17%	-2%	8%	-13%	-1.7%	16%	0.5%	0.8%
COc1ccc(N2CC(C(=O)NC3CC(C)(C)NC(C)(C)C3)CC2=O)cc1 (configuration not stated)	·	-4%	5%	-1%	-2%	·	8%	-1.9%	9%	0.4%	0.3%
Cn1cccc1C(=O)OCc1csc(-c2ccccc2)n1	16%	-1%	-12%	-18%	17%	0%	-3%	0.4%	-1%	-0.1%[57.5 µM]	1.1%
CCOC(=O)C1CCN(Cc2ccc(O)c(OC)c2)CC1	-4%[7.66 µM]	-3%[11.4 µM]	1%[11.4 µM]	?	-1%[11 µM]	5%	-10%[11.4 µM]	-0.9%	15%[9.17 µM]	-0.9%[0.0738 µM]	-0.2%
COc1ccc(C(=O)CSc2nccc(=O)[nH]2)cc1	-4%	-2%	3%	-7%	-1%	0%	3%	-2.5%	1%	-0.1%	-1.3%
O=S(=O)(c1ccc(F)c(F)c1)N1CCN(Cc2ccc3c(c2)OCO3)CC1	0%	-1%	2%	-13%	0%	3%	0%	0.6%	1%	0.2%[57.5 µM]	-0.3%
COc1ccc(CN(CC2CCCO2)S(=O)(=O)c2ccc(C(=O)O)cc2)cc1OC (configuration not stated)	-4%	4%	0%	3%	0%	0%	0%	0.4%	0%	·	0.0%
NC(=O)CCCCn1ccc(NC(N)=NCC(F)(F)F)n1	·	-1%	-8%	?	-10%	0%	?	-0.8%	9%	·	1.5%
COC(=O)c1ccc(COc2ccc3c(C)c(C)c(=O)oc3c2)o1	3%[7.66 µM]	-3%[11.4 µM]	?	?	-6%[11 µM]	0%	1%[11.4 µM]	2.3%	2%[9.17 µM]	-4.3%[0.0738 µM]	1.0%
CCC1(C)Cc2c(sc3c2c(=O)n(C)c2nnc(SCCc4ccccc4)n32)CO1 (configuration not stated)	3%	-7%	-1%	14%	-8%	-2%	3%	1.1%	-1%	1.2%	-1.6%
Cc1nn(-c2ccc(F)cc2)c2sc(C(=O)OCC(=O)N3CCC(C)CC3)cc12	17%	-1%	44%[activator]	?	2%	1%	-4%	-1.1%	14%	0.0%	-0.8%
CCN(CC)C(=O)Cn1cnc2ccccc2c1=O	-4%	-6%	-4%	-2%	-3%	0%	9%	-1.5%	-6%	-0.6%	-0.1%
O=C(CCN1C(=O)C2C3C=CC(C3)C2C1=O)Nc1c(F)cc(F)cc1Br (configuration not stated)	-4%	0%	2%	?	0%	-2%	3%	-1.2%	-11%	-2.9%	-0.5%
COc1c(C)cccc1C(=O)Nc1cc(Cl)ccc1N1CCOCC1	-2%	0%	?	9%	23%	3%	-17%	0.3%	3%	0.1%	-0.1%
O=C(CSc1ncc(-c2ccc(F)cc2)[nH]1)Nc1cccc(O)c1	176%[activator]	10%	-11%	-1%	-11%	6%	-2%	-1.7%	6%	·	-1.4%
O=S(=O)(c1ccc(-c2nnc(SCc3nnc(-c4ccccc4)o3)o2)cc1)N1CCCC1	-3%	-7%	16%	4%	-3%	1%	-3%	0.3%	-1%	·	-0.5%
O=C(COC(=O)C1(c2ccccc2F)CCCC1)NC1CCS(=O)(=O)C1 (configuration not stated)	-4%	-3%	2%	13%	-2%	0%	4%	-1.0%	-2%	-5.3%	-0.8%
Cc1nnn(C23CC4CC(CC(C4)C2)C3)n1	-6%	-1%	8%	-2%	-4%	3%	2%	-3.7%	0%	-1.1%	0.8%
Cc1cc(OCCCn2ccnc2)cc(C)c1Cl	0%[7.66 µM]	-4%[11.4 µM]	6%[11.4 µM]	?	11%[11 µM]	-2%	17%[11.4 µM]	14%	17%[9.17 µM]	-1.5%[0.0738 µM]	-2.8%
CC(=O)c1cccc(NC(=O)NCc2ccco2)c1	9%	-6%	2%	?	-3%	-1%	8%	-1.3%	-7%	0.0%	-0.6%
Cc1cc2c(s1)c1cnn(CC(=O)NCCc3ccccc3)c(=O)c1n2C	3%	-8%	3%	0%	0%	-2%	-7%	-2.2%	0%	·	0.7%
COc1ccc(-n2c(Cc3cccn3C)nnc2SCC(=O)Nc2ccc(C(C)=O)cc2)cc1	·	-1%	-19%	?	-4%[2.3 µM]	·	?	0.4%	1%	-0.4%	-1.4%
O=C(CSc1nc(O)c(C2CCCCC2)c(=O)[nH]1)NCC1CCCO1 (configuration not stated)	-9%	-6%	-5%	?	-16%	0%	7%	-2.3%	15%	0.2%	1.5%
CCC(C)(C)n1nnnc1C(c1ccc2ncccc2c1)N1CCN2CCCC2C1 (configuration not stated)	43%[activator]	-12%	-15%	?	-3%	-3%	10%	-0.5%	2%	·	-0.1%
Cn1c(=O)cc(OCCCC(=O)Nc2ccccn2)c2ccccc21	0%	-5%	2%	?	2%	?	1%	-0.9%	8%	6.6%	0.3%

Compounds shown so far with a furan ring, fused or not (three):
SMILES	USP2a inhib	DNA Pol III inh	HADH2 inhib	CRE-bla Fsk	Hsp90 Hop PPI	Epigenetic mod	ALOX15 inhib	BRCT PPI green	Ub-GFP proteasome	HBB splice mod	BRCT inh red
CC(C)(C)NC(=O)C(c1ccco1)N(Cc1ccc2c(c1)OCO2)C(=O)Cn1nnc2ccccc21 (configuration not stated)	28%	4%	5%	-6%	-6%	2%	-5%	0.4%	3%	·	-0.8%
COC(=O)c1ccc(COc2ccc3c(C)c(C)c(=O)oc3c2)o1	3%[7.66 µM]	-3%[11.4 µM]	?	?	-6%[11 µM]	0%	1%[11.4 µM]	2.3%	2%[9.17 µM]	-4.3%[0.0738 µM]	1.0%
CC(=O)c1cccc(NC(=O)NCc2ccco2)c1	9%	-6%	2%	?	-3%	-1%	8%	-1.3%	-7%	0.0%	-0.6%
